Compound activity: PubChem, National Center for Advancing Translational Sciences (NCATS)
MCF10A rereplic = A quantitative high throughput screen for small molecules that induce DNA re-replication in MCF 10a normal breast cells; 350,000 tested, 2.9% active; Potency, µM (series often up to 46.1 µM), for inactives: top-dose activity, positive = re-replication, hits mostly activators; MCF 10A DNA re-replication, Hoechst nuclear intensity, 48 h; also: potency is read from the fitted curve at half-maximal effect; % of control where 0% means no effect; nearly all actives have a fitted effect of over 50% in size
IL-1B inflam inh = qHTS for Inhibitors of Inflammasome Signaling: IL-1-beta AlphaLISA Primary Screen; THP-1 LPS/ATP IL-1B secretion, AlphaLISA, 16 h; hits give low values; activity change, % at 57.5 µM; 360,000 tested, 4.7% active; AID 743279, 2014; in the data active = activity change below about -50%; inconclusive = mostly about -30% to -49%; also: % is scaled to controls: 0 for no effect and ±100 for the full control effect
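Secreted IL-1B measured by AlphaLISA bead assay after 16 h compound exposure of THP-1 cells; compounds (final up to 57.5 uM) added 1 h before LPS (250 ng/mL) and ATP (1.25 mM) stimulation; lower signal means less secretion.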
SW480 rerep = A quantitative high throughput screen for small molecules that induce DNA re-replication in SW480 colon adenocarcinoma cells. SW480 DNA re-replication, Hoechst DNA content imaging, 48 h. Potency, µM (top dose mostly 46.1 µM), without a hit: at the top dose re-replication activation, most hits filed as activators. 340,000 tested, 1.8% active. AID 624297, 2012; also: potency is read from the fitted curve at half-maximal effect; % of control where 0% means no effect; nearly all actives have a fitted effect of over 55% in size
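First, 250 cells per well were seeded. Next, compound or vehicle (23 nL) was pinned in, plates sat 48 hr at 37 C. Finally Hoechst was added for 40 min before fluorescence scanning.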
HT1080-NT tox = qHTS for induction of synthetic lethality in tumor cells producing 2HG: qHTS for the HT-1080-NT fibrosarcoma cell line; AID 686970, 2013; HT-1080-NT fibrosarcoma viability, CellTiter-Glo ATP luminescence, 48 h; 360,000 tested, 1.6% active; Potency, µM (series often up to 46.1 µM), without a hit: top-dose activity, negative = less viability, most hits filed as cytotoxic;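 also: NT is the 2HG producing partner of a matched IDH1 knockdown line; potency is read from the fitted curve at half-maximal effect; 0% = DMSO-treated cells and -100% = media-only wells without cells; nearly all actives have a fitted effect of over 55% in size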
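Fibrosarcoma NT cells, 750 per well in 5% FBS RPMI, were exposed to compound for 48 hours. Viability: CellTiter-Glo luminescence.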
KB-V1 cytotox = qHTS assay for MDR1-selective chemotherapeutics: Primary screen using the drug-selected MDR subline cells KB-V1 | KB-V1 MDR cells viability, CellTiter-Glo, 72 h | Potency, µM (top dose mostly 46.1 µM), for inactives: at the top dose activity change, negative = cytotoxicity, usual class: cytotoxic | AID 1347076, 2019 | 400,000 tested, 3.4% active; also: potency is read from the fitted curve at half-maximal effect; % is scaled to controls: 0 for no effect and ±100 for the full control effect; nearly all actives have a fitted effect of over 60% in size
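KB-V1, DMEM (no phenol red) + 10% FBS; cpd pin-transferred, titration series; 72 h, 37 degrees C; CellTiter-Glo, luminescence. Data normalized, curve-fit.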
KB-3-1 tox = qHTS assay for MDR1-selective chemotherapeutics: Primary screen using the parental adenocarcinoma cell KB-3-1; KB-3-1 viability, CellTiter-Glo ATP luminescence, 72 h; Potency, µM (highest dose often 46.1 µM), inactives show at the top dose activity change, negative = cytotoxic, actives largely listed as cytotoxic; 400,000 tested, 1.4% active; AID 1347075, 2019; also: potency is read from the fitted curve at half-maximal effect; % is scaled to controls: 0 for no effect and ±100 for the full control effect; nearly all actives have a fitted effect of over 60% in size
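Luminescent ATP read-out (CellTiter-Glo) measures survival of drug-naive KB-3-1 cells after 72 h compound exposure at 37 °C. Titration series was screened from lowest to highest concentration, with DMSO vehicle plates as background controls.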
D3 ag = qHTS of D3 Dopamine Receptor Agonist: qHTS; D3R DiscoveRx beta-arrestin cells, luminescence, 90 min; max activation, %; 410,000 tested, 0.58% active; AID 652048, 2013; in the data active = max activation above about 30%; also: 0% is about no effect; mostly tested at two doses, the higher about 12 µM
Target sequence (P35462 whole entry, looked up): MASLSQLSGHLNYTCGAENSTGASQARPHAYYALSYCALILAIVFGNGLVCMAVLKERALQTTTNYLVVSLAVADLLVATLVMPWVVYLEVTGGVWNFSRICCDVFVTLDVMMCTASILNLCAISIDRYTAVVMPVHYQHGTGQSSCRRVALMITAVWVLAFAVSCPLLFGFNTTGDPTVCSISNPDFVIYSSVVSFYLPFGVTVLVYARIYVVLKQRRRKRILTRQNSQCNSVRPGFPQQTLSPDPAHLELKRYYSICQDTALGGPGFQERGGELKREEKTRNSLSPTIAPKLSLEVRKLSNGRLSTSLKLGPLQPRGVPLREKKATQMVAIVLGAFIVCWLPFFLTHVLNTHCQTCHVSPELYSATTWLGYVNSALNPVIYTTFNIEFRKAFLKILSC
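Agonist-mode cell screen: cells plated at 1500/well and incubated overnight at 37 °C, then exposed to library compounds for 90 min at 37 °C. Detection reagent was added for 30–60 min at room temperature, and luminescence was read.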
HT1080 IDH1KD tx = qHTS for induction of synthetic lethality in tumor cells producing 2HG: qHTS for the HT-1080-IDH1KD cell line; 360,000 tested, 2% active; HT-1080 IDH1 knockdown viability, ATP luminescence, 48 h; Potency, µM (doses to about 46.1 µM), for inactives: top-dose activity, negative = toxicity, usual class: cytotoxic;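 also: potency is read from the fitted curve at half-maximal effect; 0% = DMSO wells and -100% = cell-free medium wells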
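Cytotoxicity counter-line: IDH1KD HT-1080, 48 h, CellTiter-Glo. Curves classed by r2, magnitude and activity.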
GLP1R cytotox = qHTS of GLP-1 Receptor Inverse Agonists: Cytotox Screen. HEK293 cAMP-luciferase reporter cells, luminescence, 24 h. Potency, µM (top dose mostly 38.3 µM), for inactives: top-dose activity change, negative = inhibition, most hits filed as inhibitors. 410,000 tested, 0.13% active;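 also: loss of luciferase light is scored as toxicity; potency is read from the fitted curve at half-maximal effect; % is scaled to controls: 0 for no effect and ±100 for the full control effect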
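Compound-treated cells are incubated 24 hr at 37 deg C under 5% CO2 after a 12 hour attachment period, then luciferase detection reagent is added and luminescence is measured following 12 min at room temperature; lowered signal indicates toxicity.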
* = called active by the depositor; ? = inconclusive; nt = no result given; & = joins results of further samples; [ ] = another dose, or the depositor's remark. Unless noted, calls follow the shape of the dose curve; as a rule, active = well fitted curve in the direction sought with a large enough effect; inconclusive = small, poorly fitted or top-dose-only effect, or another doubt; inactive = no such curve, though single readings can be large; an effect the other way counts as inactive or inconclusive.

SMILES	MCF10A rereplic	IL-1B inflam inh	SW480 rerep	HT1080-NT tox	KB-V1 cytotox	KB-3-1 tox	D3 ag	HT1080 IDH1KD tx	GLP1R cytotox
Cn1nc(-c2ccccc2)c(N2CCCCC2)cc1=O	?	-5	-15%	6%	0%	5%	1	4%	-19%
CCN(CC)S(=O)(=O)c1cccc(NC(=O)COc2ccc(Cl)cc2Br)c1	16%	-9	13%	4%	21µM*	?	3	-7%	0%
O=C(COc1ccc2c(-c3ccccc3)cc(=O)oc2c1)NCCN1CCOCC1	12%	48	11%	16%	-14%	-5%	-1	4%	-2%
COc1cc(OC)c(OC)cc1CN1CCCC(C(=O)c2ccc3c(c2)OCO3)C1 (stereo not given)	2%	3	1%	-14%	-2%	-3%	-18	-15%	-20%
COc1ccc(C(CC(=O)N2CCCC2)c2c(OC)cc(OC)c3c(-c4ccccc4)cc(=O)oc23)cc1 (stereo not given)	26%	-16	?	0%	13%	?	-4	1%	-26%
O=C(Oc1ccccc1F)c1ccc2c(=O)n3c(nc2c1)CCC3	-31%[inhibitor]	-1	-14%	-1%	8%	1%	12	-1%	-3%
O=S(=O)(Nc1ccncc1)c1cc(Cl)ccc1Cl	-3%	1	-4%	12%	-6%	-6%	-3	10%	12%
CCOC(=O)N1CCC(NC(=O)c2ccc3nc(N4CCOCC4)sc3c2)CC1	-1%	13	75%	-1%	3.7µM*	?	0	0%	9%
O=C(CCN1CCN(c2ccccc2)CC1)NNC(=O)Cc1c(F)cccc1Cl	4%	7	-11%	-4%	-9%	3%	-11	-4%	10%
COc1cc(OC)cc(C(=O)Nc2ccc3nc4n(c(=O)c3c2)CCCCC4)c1	8%	-10	-3%	-30%	-3%&-15%	3%&-9%	1&5	-21%	-2%&1%
Cn1c(N2CCCC2)nc2c1c(=O)n(Cc1ccc(Cl)cc1)c(=O)n2C	6%	-17	-3%	-12%	?	-10%	0	-8%	-21%
CCN(CC)CCN(C(=O)c1ccc2c(c1)CCCC2)c1nc2ccc(C)cc2s1	?	-16	5%	-15%	-16%	-8%	-10	-21%	?
CCOc1ccccc1NC(=O)Cn1ncc2c(=O)oc3ccc(C)cc3c21	nt	nt	nt	nt	?	6%	-1	nt	-4%
COC(=O)c1ccc(SC2CCCCC2)c([N+](=O)[O-])c1	8%	-19	1%	10%	-1%	21%	1	5%	5%
CC1CCC(NC(=O)C2CC(O)CN2S(=O)(=O)c2ccc([N+](=O)[O-])cc2)CC1 (stereo not given)	-2%	25	-5%	5%	0%	2%	-5	8%	5%

Already shown: four of the compounds above.
SMILES	MCF10A rereplic	IL-1B inflam inh	SW480 rerep	HT1080-NT tox	KB-V1 cytotox	KB-3-1 tox	D3 ag	HT1080 IDH1KD tx	GLP1R cytotox
Cn1nc(-c2ccccc2)c(N2CCCCC2)cc1=O	?	-5	-15%	6%	0%	5%	1	4%	-19%
CCN(CC)S(=O)(=O)c1cccc(NC(=O)COc2ccc(Cl)cc2Br)c1	16%	-9	13%	4%	21µM*	?	3	-7%	0%
O=C(COc1ccc2c(-c3ccccc3)cc(=O)oc2c1)NCCN1CCOCC1	12%	48	11%	16%	-14%	-5%	-1	4%	-2%
COc1cc(OC)c(OC)cc1CN1CCCC(C(=O)c2ccc3c(c2)OCO3)C1 (stereo not given)	2%	3	1%	-14%	-2%	-3%	-18	-15%	-20%

The results go on:
SMILES	MCF10A rereplic	IL-1B inflam inh	SW480 rerep	HT1080-NT tox	KB-V1 cytotox	KB-3-1 tox	D3 ag	HT1080 IDH1KD tx	GLP1R cytotox
CCCN(CCC)Cc1cc(=O)oc2cc(C)cc(C)c12	nt	3	nt	20%	0%	0%	3	1%	5%
CNc1ncc(-c2nnnn2-c2ccccc2)c(-c2ccccc2)n1	?	0	15µM*	-2%	21µM*	-15%	-4	-18%	-14%
Clc1ccc(Cn2ccc3ccccc32)cn1	15%	52	17%	?	0%&-3%	0%&-9%	6	-25%	5%
CC(NC(=O)c1cccs1)C(c1cccs1)N1CCN(Cc2ccccc2)CC1 (stereo not given)	-10%	-20	-6%	-11%	?	5%	-22	-9%	0%
C=CCN(CCNP(=O)(OCC)OCC)CP(=O)(OCC)OCC	0%	19	2%	8%	25%	6%	8	12%	-11%
N#CCn1cnc2c(oc3ccccc32)c1=O	3%	-2	?	2%	?	1%	3	0%	3%
CCCCn1nnc(NC(=O)COc2cc(C)ccc2C(C)C)n1	-2%	7	-6%	2%	-3%	2%	1	6%	-12%
Cc1ccc(CN2C3=NC(=O)CN3c3ccccc32)cc1	3%	-3	-5%	5%	10%	14%	0	-2%	-13%
CCCOc1cccc(OCC(=O)Nc2nc3ccccc3[nH]2)c1	32%	10	-11%	10%	-5%	13%	-7	4%	-18%
Cc1ccc(CN2CCSc3ccc(C(=O)NC4CCCC4)cc32)cc1	0%	-10	-1%	-1%	-2%	2%	-9	-1%	5%
Cc1ccc(/C=C/C(=O)OC(C)C(=O)NC2CCCCC2C)o1 (stereo not given)	0%	9	-3%	1%	?	-5%	23	3%	-3%
Cc1ccc(C(=O)N[C@H](C(=O)NC2CCCCCCC2)C(C)C)cc1	-9%	7	0%	-4%[9.24 µM]	-3%	25%	-5	2%	0%
O=C(c1ccco1)N1CCN(S(=O)(=O)c2ccc(S(=O)(=O)NC3CCCCC3)cc2)CC1	-3%	8	-1%	8%	-23%	0%	14	7%	-14%
COc1ccc(CC(NC(C)=O)C(=O)NC2CCN(C(=O)Nc3ccccc3C)CC2)cc1OC (stereo not given)	-1%	16	4%	10%	0%	-3%	3	9%	0%
O=C(NCc1ccccc1)N1CCN(c2ccc(F)cc2)CC1	?	-6	12%	23%	-15%	-8%	2	21%	-5%
O=C1c2ccccc2C2=Nc3ccccc3SC(c3ccc(Cl)cc3)C12 (stereo not given)	?	-4	-1%	?	-7%	1%	-5	?	?
Cc1sc2nc(CSc3ccccc3)nc(NCCN(C)C)c2c1C	4%	?	-9%	-20%	?	-13%	-5	-12%	12%
O=C(NN1C(=O)C2C(c3ccccc3)C=CC(c3ccccc3)C2C1=O)c1ccccc1 (stereo not given)	4%	-10	-3%	-3%	18%	-6%	2	0%	-7%
Cc1cc(C)c2cc(CN(CCO)C(=O)Nc3ccc(Cl)cc3)c(=O)[nH]c2c1	?	-58*	?	-3%	-9%	-27%	-4	-16%	-25%
Cc1ccc(S(=O)(=O)N2C[C@H]3[C@H]4C(=O)N(c5ccccc5)C(=O)[C@H]4CC(=O)[C@H]3[C@@H]2c2ccc(Cl)cc2)cc1	nt	12	nt	4%	15%	0%	-7	-2%	4%
CC(=O)c1ccc(OCCOc2ccc([N+](=O)[O-])cc2)cc1	9%	-14	-1%	-2%	-16%	16%	-2	-1%	-11%
COc1ccc(S(=O)(=O)NCc2cccnc2)c(Cl)c1Cl	nt	9	nt	-1%	4%	-11%	2	0%	-7%
Cc1cc(C)cc(NC(=O)CN2C(=O)c3ccccc3Sc3ncccc32)c1	nt	nt	nt	nt	-7%	4%	-7	nt	0%
CC1(C(=O)Nc2cnc3ccccc3c2)CCN1Cc1ccccc1Cl (stereo not given)	nt	-12	nt	?	-21%	-4%	3	?	-3%
O=C(CSc1nc2cc(Cl)c(Cl)cc2[nH]1)c1ccc2c(c1)OCO2	2%	-8	-7%	-25%	8.2µM*	15µM*	6	-18%	1%
Cc1nc(C(F)(F)F)ccc1C(=O)NN1CCOCC1	-13%	13	-2%	9%	0%	6%	10	1%	-1%
O=C(O)COc1ccc(Oc2ccccc2)cc1	-3%	0	-7%	3%	-1%	3%	7	4%	5%
O=C(NCCCCNC(=O)c1ccc(F)cc1)c1ccc(F)cc1	0%	7	-5%	2%	-18%	-4%	-1	2%	6%
O=C(NC1CC1)c1cc(-c2ccc(Br)cc2)nc2ccccc12	25%	3	1%	6%	-4%	0%	0	0%	-3%
CCc1ccccc1OCC(=O)Nc1cccc(S(=O)(=O)N2CCCC2)c1	9%	-3	22%	-9%	-27%	0%	3	-10%	2%
COc1ccc(-c2nnc3sc(-c4ccccc4OC)nn23)cc1	11%	-27	-20%	20%	-16%	2%	14	9%	8%
CCc1ccc(C2CC(c3ccccc3)Nc3nc(N)nn32)cc1 (stereo not given)	-1%	13	4%	2%	0%	2%	3	11%	4%
COc1ccc(NC(=O)N(C)C[C@@H]2OCc3cnnn3CCCC(=O)N([C@@H](C)CO)C[C@H]2C)cc1	nt	-9	nt	30%	-1%	-22%	5	-2%	-3%
C=CCNC(=O)c1cc2cc(Cl)ccc2nc1N	nt	0	nt	1%	-11%	?	-8	2%	3%
COc1ccc(C2=NS(=O)(=O)N(C)C(C(=O)Nc3ccc4c(c3)OCO4)=C2)cc1	2%	-17	?	-6%	18%	-21%	-10	-12%	-7%
CCCCC(=O)Nc1cc(-c2nc3cccnc3s2)ccc1C	nt	nt	nt	nt	-6%	-1%	2	nt	10%
CCCNC(=O)c1cnc(Sc2ncc(C(F)(F)F)cc2Cl)n1C	1%	-6	5%	7%	?	3%	1	1%	-2%
Fc1cccc(/C=N/Nc2ncnc3nc[nH]c23)c1	?	-97*	-8%	-2%	-8%	?	3	-19%	-21%
NC(=O)c1ccc(C(F)(F)F)n(Cc2c(Cl)cccc2Cl)c1=O	?	2	?	?	?	?	5	?	2%
NS(=O)(=O)c1cnccc1Nc1ccc(Cl)c(Cl)c1	0%	-10	-2%	-1%	-11%	?	-8	-14%	-22%
CN1CCC(C)(C(=O)Nc2cccc3c2CCCC3)C1 (stereo not given)	nt	-5	nt	10%	-22%	?	-15	-7%	0%
